MT1-MMP act inh: blockers of MT1-MMP proenzyme processing, primary screen, HT1080 RFP-PRO-GFP cells, GFP/RFP fluorescence | Matrix metalloproteinase-14 (Homo sapiens), P50281 | GFP/RFP ratio change, % at 20 µM | GFP/RFP ratio fluorescence, overnight; percent of plate control window, DMSO zero | actives 0.061% (n = 360,000) | AID 651647, 2012;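 active = GFP/RFP ratio change of at least 30% with cell ATP level not reduced by more than half and red fluorescence within 50% of control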; also: strong numbers were not always called active
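Assay system: HT1080 cells carrying an RFP-PRO-GFP reporter | Dosing: Single dose of 20 µM compound, 1% DMSO final | Incubation: Cells overnight before dosing, compound overnight, 37 °C, 5% CO2 | Evaluation: GFP/RFP fluorescence ratio | Control set: DMSO and RFP-L50D-GFP cell wells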
NRP1-CendR mod: modulators of CendR peptide binding to NRP-1, primary screen, biochemical, fluorescence polarization, uHTS; FAM-RPARPAR peptide binding to NRP-1; inhibition, % at 25 µM; actives 0.85% (n = 360,000);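 active = inhibition or corrected inhibition above about 18%, plus a signal ratio from 0.5 to 1.5, limit read from the data, passing the limit was not always enough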; also: strong numbers were not always called active
TbMetRS inhib: T. brucei MetRS inhibitors, primary screen, biochemical, luminescence | actives 0.4% (n = 360,000) | methionyl-tRNA synthetase (Trypanosoma brucei brucei) | inhibition, % at 11.9 µM | purified T. brucei MetRS, ATP depletion, Kinase-Glo luminescence;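 active = inhibition above a per-plate cutoff of the control wells' mean inhibition plus 3 SD, cut at about 5.5% in these data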;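 also: 0% = DMSO wells median and 100% = median of wells with control inhibitor compound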
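Test system: purified T. brucei MetRS enzyme. Also added: ATP, methionine and E. coli bulk tRNA substrates. Compound: 11.9 µM single point. Schedule: 15 min enzyme-compound preincubation, 2 h reaction, 10 min detection, 25 °C. Signal: luciferase luminescence of residual ATP, Kinase-Glo. Evaluation: percent inhibition versus plate control medians. Controls: DMSO wells, low control.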
PABP1 MLLE inh: inhibitors of PABP1 MLLE–PAM2 peptide binding, primary screen, biochemical, fluorescence polarization, FITC-PAM2, GST-MLLE | Polyadenylate-binding protein 1 (Homo sapiens), P11940 | inhibition, % at 20 µM | actives 0.36% (n = 360,000); in the data active = inhibition above about 35%, passing the limit was not always enough;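 also: plate controls were DMSO wells with GST-MLLE for no effect and wells lacking GST-MLLE protein for full effect; some results filed as inactive read as strong as hits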
MsrA inh: bovine MsrA enzyme inhibitors, primary screen, biochemical, absorbance, HTS. Methionine sulfoxide reductase A (Bos taurus). purified bovine MsrA, absorbance read-out. inhibition, % at 15.5 µM. actives 0.75% (n = 360,000). AID 651718, 2012; in the data active = inhibition above about 4.5%;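 also: 0% = vehicle wells with enzyme and 100% = reference inhibitor wells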
eLon inh: inhibitors of E. coli Lon protease, primary screen, biochemical, fluorescence polarization; inhibition, % at 7.94 µM; purified E. coli Lon protease; actives 0.42% (n = 360,000); AID 602123, 2011; in the data active = inhibition above about 13%, passing the limit was not always enough;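 also: 0% = enzyme with probe and DMSO and 100% = no enzyme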
Target sequence (P0A9M0 whole entry, looked up): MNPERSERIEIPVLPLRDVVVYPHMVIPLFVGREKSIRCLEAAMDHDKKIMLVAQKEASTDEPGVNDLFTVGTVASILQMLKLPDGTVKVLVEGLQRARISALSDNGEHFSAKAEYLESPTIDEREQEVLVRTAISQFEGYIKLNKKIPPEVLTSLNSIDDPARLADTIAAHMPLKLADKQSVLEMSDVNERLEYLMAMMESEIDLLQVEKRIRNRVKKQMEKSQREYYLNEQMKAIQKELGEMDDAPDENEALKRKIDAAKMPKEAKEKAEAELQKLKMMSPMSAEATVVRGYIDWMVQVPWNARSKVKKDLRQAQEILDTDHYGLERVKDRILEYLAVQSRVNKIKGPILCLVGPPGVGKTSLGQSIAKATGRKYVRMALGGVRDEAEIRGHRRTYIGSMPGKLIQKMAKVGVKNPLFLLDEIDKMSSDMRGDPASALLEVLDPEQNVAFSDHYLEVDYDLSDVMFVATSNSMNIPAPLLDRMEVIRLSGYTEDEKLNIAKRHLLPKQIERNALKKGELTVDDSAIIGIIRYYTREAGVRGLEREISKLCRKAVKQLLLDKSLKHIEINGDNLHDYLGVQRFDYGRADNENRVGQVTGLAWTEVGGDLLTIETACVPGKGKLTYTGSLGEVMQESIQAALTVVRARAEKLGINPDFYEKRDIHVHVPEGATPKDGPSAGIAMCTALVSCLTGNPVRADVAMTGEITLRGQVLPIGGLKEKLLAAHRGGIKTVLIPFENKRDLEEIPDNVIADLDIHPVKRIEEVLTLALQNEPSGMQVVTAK
FAS-TE inh: FAS thioesterase domain inhibitors, primary screen, biochemical, fluorescence intensity, uHTS. recombinant FAS-TE, OMFH fluorogenic substrate, fluorescence endpoint. AID 602261, 2012. inhibition, % at 15 µM. actives 0.67% (n = 360,000);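 active = compounds whose normalised, plate-corrected inhibition of enzyme fluorescence in the single-dose primary screen is 50% or more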;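 also: 0% = DMSO with enzyme and 100% = substrate without enzyme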
SKN-1 block: suppressors of acrylamide-induced Pgst-4::GFP reporter in worms, primary screen, SKN-1 inhibitor project, whole organism, uHTS, GFP/RFP fluorescence ratio, strain VP596; AID 624304, 2012; C. elegans VP596 Pgst-4::GFP/RFP ratio, 24 h; actives 0.49% (n = 360,000); inhibition, % at 21.8 µM;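 active = interference check ratio from 0.5 to 1.5 plus GFP to RFP signal ratio inhibition reaching or exceeding a fixed threshold, cut at about 30% in these data, passing the limit was not always enough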; also: some compounds called inactive have numbers as strong as hits
bovine MsrA act: bovine MsrA enzyme activators, primary screen, biochemical, absorbance, HTS. Methionine sulfoxide reductase A (Bos taurus). purified bovine MsrA, absorbance read-out. actives 0.3% (n = 360,000). activation, % at 10.6 µM; in the data active = activation above about 7.5%;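 also: 0% = vehicle and 100% = reference activator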
* = called active by the depositor; / = not tested or not shown.

SMILES,MT1-MMP act inh,NRP1-CendR mod,TbMetRS inhib,PABP1 MLLE inh,MsrA inh,eLon inh,FAS-TE inh,SKN-1 block,bovine MsrA act
CCNC(=O)C1CCCN(C(=O)c2cccc(OC(F)(F)F)c2)CC1 (stereo not given),0,5,0.2,1,0.1,-2,-10,1,-3
Cc1ccc(-n2nnnc2SCc2ccc(C(=O)O)cc2)cc1C,5,4,-0.1,-6,0.6,8,-8,4,-3
O=CN1N=C(c2ccccc2)CC1c1ccc(Cl)cc1 (stereo not given),1,-2,0.0,-1,-0.9,2,4,-7,-3
CCOC(=O)Cn1ccc(NC(=O)c2ccc3c(c2)OCO3)n1,2,8,-0.7,-1,-0.5,-6,-2,12,-2
COc1ccc(-n2c(SCC(=O)Nc3cc(C)on3)nc3ccccc3c2=O)cc1Cl,4,20,-1.3,-10,0.7,15,22,-10,-15
Cc1ccc(C(=O)NC(=C(Cl)Cl)S(=O)(=O)c2ccc(C)cc2)cc1,0,-6,-0.7,11,0.2,0,0,-3,0
O=C(c1ccc(F)c(S(=O)(=O)N2CCOCC2)c1)N1CCN(c2ccc(F)cc2)CC1,-4,9,0.0,-3,-0.4,-7,-3,1,-2
CC(C)NC(=O)CN1CCN(Cc2nc(-c3cccs3)no2)CC1,-4,2,-0.6,-4,2.7,2,-1,-13,-3
Cc1ccsc1C(=O)N1CCc2ccccc2C1,0,-1,-0.5,13,-1.3,-18,-4,-6,-6
Cn1ncc2c(O/N=C(\N)c3ccc(C(F)(F)F)cc3)ncnc21,-12,7,-1.0,-5,0.2,-5,1,-26,-12
COc1ccc(Oc2c(C)oc3cc(OC(=O)N4CCOCC4)ccc3c2=O)cc1,1,4,-0.5,12,-0.8,-4,-3,6,-5
O=C(CN1CCN(S(=O)(=O)c2ccc(Br)cc2)CC1)N/N=C/c1ccco1,0,3,0.5,11,0.0,-12,-4,-7,0
N#Cc1c(-c2ccc([N+](=O)[O-])cc2)nc2n(c1=O)CCS2,-1,-4,-0.8,6,2.1,9,4,-3,-3
COc1ccc(-c2ccccc2)cc1NCc1ccc(OC)c(OC)c1,-5,6,-0.9,0,-0.4,-5,19,2,-4
COc1ccc(CCNC(=O)CSc2nnc(-c3ccc(F)cc3)o2)cc1OC,-3,-4,-0.4,-14,-1.5,-1,-6,2,-2
Cc1cc(NC(=O)COC(=O)c2ccccc2Cl)no1,2,0,-0.4,0,1.1,-6,-5,-6,-6
COc1ccc(/C=C/C(=O)NCC(=O)N/N=C(/CCC(=O)O)c2ccccc2)cc1,5,0,0.1,5,0.1,12,-7,8,-5
Cc1nc(-c2cccc(S(=O)(=O)N3CCCC(C)C3)c2)cs1 (stereo not given),1,0,-0.2,-3,-0.2,1,8,-12,0
O=C(O)CNc1ccc(S(=O)(=O)C(F)(F)F)cc1[N+](=O)[O-],-3,-14,0.0,-15,0.3,-14,6,1,-8
CC(C)c1nnc(NC(=O)C2CCN(c3nc4ccccc4s3)CC2)s1,2,-9,0.2,-4,0.4,-1,-2,7,-2
Cc1cccc(C)c1OCCSc1n[nH]c(N)n1,5,14,-0.8,-3,-0.6,4,-9,-2,-4
CCc1ccc(/C=C/C(=O)c2cc(Br)ccc(=O)c2O)cc1,-5,-36,-0.5,-32,1.7,-17,-2,8,-9
CCN(CC)S(=O)(=O)c1ccc(N2CCN(c3ccccc3OC)CC2)c(N)c1,5,12,-0.8,7,0.0,0,12,-22,-5
Cc1cc(NC(=O)c2c(Br)c(C)nn2C)no1,3,-9,0.0,5,-1.0,-5,-3,1,-4
COc1ccc2c(c1)C(=O)C(=O)N2CC1COc2ccccc2O1 (stereo not given),2,-7,-0.2,-2,-0.9,-4,-1,-14,-3
Cc1ccc(/C=C2\SC(=S)N(CCCC(=O)NNC(=O)c3ccccc3O)C2=O)cc1,5,-38,-0.5,-30,-0.1,-9,10,20,0
CCN=C1S/C(=C\c2ccc(N3CCOCC3)cc2C)C(=O)N1CC,-6,-25,-0.8,-2,0.2,-13,11,6,-7
Cc1ccc(-c2ccc(CN3C(C)C(=O)N(Cc4cn(CCC5OCCCO5)nn4)CCS3(=O)=O)cc2)cc1 (stereo not given),9,1,-1.5,-15,-0.4,-14,2,1,-6
CC(C)Oc1ccc(CNC2CCOC(C)(C)C2)cc1 (stereo not given),0,2,-0.1,13,0.8,3,-6,9,0
CC(=O)c1ccc2c(c1)CC1(C2)Cc2cc3c(cc2C1)C(=O)CC3 (stereo not given),-4,-1,0.1,0,0.3,-11,28,0,-2
CCN(CC)C(=O)[C@H]1C[C@H](CC(=O)NCCCOC)C(=O)N2CCc3c([nH]c4cc(CCC(=O)N(C)C)ccc34)[C@]12C,3,13,-0.2,5,1.2,7,-9,-1,-2
CN(c1ccccc1C(=O)Nc1ccccc1C(=O)NCc1ccco1)S(C)(=O)=O,-9,19,-2.1,9,2.8,0,-8,-17,-10
N=C1C(c2nc3ccccc3s2)=C(O)CN1Cc1ccccc1,-4,-1,-0.2,-5,-0.7,7,-2,6,-3
O=C(CSc1ncnc2nc[nH]c12)c1ccccc1,-6,0,-0.8,4,-0.8,2,-6,-8,-6
CC(C)N(C(=O)C[n+]1ccsc1N)c1ccccc1,4,-4,0.7,18,-1.2,2,-7,5,-2
O=C(Nc1ccc(N2CCOCC2)cc1N1CCOCC1)c1ccc(Br)cc1,-1,8,-0.2,-12,0.6,-7,4,4,-5
CN1C(=S)SC(N2OC3C(=O)N(c4ccccc4)C(=O)C3C2c2ccc(Cl)cc2)C1(C)C (stereo not given),2,-4,0.1,10,1.2,8,69*,12,-3
CC(=O)N1N=C(c2ccccc2)OC1c1ccc([N+](=O)[O-])s1 (stereo not given),-7,13,-0.3,1,/,-2,-4,1,4
Cc1cc(=S)cc(C)n1CCCO,1,32*,-0.6,21,0.7,-5,-6,-10,-7
CN(C)CC(C)(C)CNC(=O)c1cc(=O)c2ccccc2o1,-8,-4,-0.2,19,2.0,10,-6,10,-1
Cc1ccc(C(=O)OCC(=O)N2CC(C)CC(C)C2)cc1S(=O)(=O)N1CCCCC1 (stereo not given),1,1,-0.3,-5,-1.1,1,16,2,-2
Cc1nnsc1C(=O)N/N=C/c1ccc2ccccc2c1O,-144,-71,0.3,-145,0.4,-88,12,5,-4
NS(=O)(=O)c1ccc(CCNc2nc(CN3CCCCC3)nc3sc4c(c23)CCC4)cc1,2,-3,-0.6,-10,-0.8,-6,-3,-35,1
O=C(COc1ccc(N2CC(C(=O)O)CC2=O)cc1)Nc1cccc(C(F)(F)F)c1 (stereo not given),0,4,2.7,4,0.3,-1,-6,-22,-1
C=Cn1cc[n+](CC(=O)c2ccc(Cl)cc2)c1,1,-2,-0.5,1,-0.8,-14,-8,7,-3
CC(=O)c1ccc(NC(=O)C(C)OC(=O)c2ccc3c(c2)nc(C)n3-c2ccccc2)cc1 (stereo not given),-4,6,0.4,-9,-0.4,-7,8,16,-1
CCc1ccc(OCc2nnc(SCC(=O)NC3CCCCC3)o2)cc1,-2,-8,-0.2,3,2.0,2,5,3,-2

Rewritten with two lines to a compound: part of the list above
Results follow in this order: MT1-MMP act inh, NRP1-CendR mod, TbMetRS inhib, PABP1 MLLE inh, MsrA inh, eLon inh, FAS-TE inh, SKN-1 block, bovine MsrA act
- CCN(CC)C(=O)[C@H]1C[C@H](CC(=O)NCCCOC)C(=O)N2CCc3c([nH]c4cc(CCC(=O)N(C)C)ccc34)[C@]12C
    3, 13, -0.2, 5, 1.2, 7, -9, -1, -2
- CN(c1ccccc1C(=O)Nc1ccccc1C(=O)NCc1ccco1)S(C)(=O)=O
    -9, 19, -2.1, 9, 2.8, 0, -8, -17, -10
- N=C1C(c2nc3ccccc3s2)=C(O)CN1Cc1ccccc1
    -4, -1, -0.2, -5, -0.7, 7, -2, 6, -3
- O=C(CSc1ncnc2nc[nH]c12)c1ccccc1
    -6, 0, -0.8, 4, -0.8, 2, -6, -8, -6
- CC(C)N(C(=O)C[n+]1ccsc1N)c1ccccc1
    4, -4, 0.7, 18, -1.2, 2, -7, 5, -2
- O=C(Nc1ccc(N2CCOCC2)cc1N1CCOCC1)c1ccc(Br)cc1
    -1, 8, -0.2, -12, 0.6, -7, 4, 4, -5
- CN1C(=S)SC(N2OC3C(=O)N(c4ccccc4)C(=O)C3C2c2ccc(Cl)cc2)C1(C)C (stereo not given)
    2, -4, 0.1, 10, 1.2, 8, 69*, 12, -3
- CC(=O)N1N=C(c2ccccc2)OC1c1ccc([N+](=O)[O-])s1 (stereo not given)
    -7, 13, -0.3, 1, /, -2, -4, 1, 4
- Cc1cc(=S)cc(C)n1CCCO
    1, 32*, -0.6, 21, 0.7, -5, -6, -10, -7
- CN(C)CC(C)(C)CNC(=O)c1cc(=O)c2ccccc2o1
    -8, -4, -0.2, 19, 2.0, 10, -6, 10, -1
